Screening results: PubChem, Johns Hopkins Ion Channel Center
CHT block: inhibits the human high affinity choline transporter; Q9GZV3; CHT-expressing cells, membrane potential dye, choline response; stronger effect = lower value; B-score at 10 µM; 0.86% of 310,000 active; AID 488975;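 active means B-score over 3 SD under the library average, and starting fluorescence ratio not unusually high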;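 further: choline stimulus applied at its EC90 after an EC20 pre-addition; B-score computed on integrated fluorescence ratio after choline addition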
Target sequence (Q9GZV3 whole entry, looked up): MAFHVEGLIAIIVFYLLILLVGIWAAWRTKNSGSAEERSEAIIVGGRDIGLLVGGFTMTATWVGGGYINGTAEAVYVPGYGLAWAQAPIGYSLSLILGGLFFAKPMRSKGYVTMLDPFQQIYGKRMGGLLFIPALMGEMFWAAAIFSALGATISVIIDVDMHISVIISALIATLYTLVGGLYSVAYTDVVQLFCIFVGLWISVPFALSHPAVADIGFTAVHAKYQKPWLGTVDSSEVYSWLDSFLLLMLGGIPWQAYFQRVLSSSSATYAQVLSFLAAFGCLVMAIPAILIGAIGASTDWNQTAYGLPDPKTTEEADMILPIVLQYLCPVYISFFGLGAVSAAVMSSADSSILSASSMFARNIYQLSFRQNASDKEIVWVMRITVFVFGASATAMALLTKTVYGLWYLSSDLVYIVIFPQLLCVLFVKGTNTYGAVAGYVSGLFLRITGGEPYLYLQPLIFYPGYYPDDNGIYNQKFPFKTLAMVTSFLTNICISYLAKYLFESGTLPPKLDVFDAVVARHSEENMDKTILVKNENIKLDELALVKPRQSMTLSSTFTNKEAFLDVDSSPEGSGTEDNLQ
KCNQ2 inh: KCNQ2 potassium channel inhibitors, primary screen, cell-based, CHO-K1, FluxOR thallium flux, B-score (AID 2156); O88943; 20 min; stronger effect = lower value; B-score at 10 µM; 1.1% of 310,000 active;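 active means fluorescence ratio B-score at most minus 3 library SDs, with starting brightness B-score within 2 library SDs, cut at about -5.5 in these data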
Kir21 block: Kir2.1 (mouse) channel inhibition; P35561; HEK293-Kir2.1, FluxOR thallium flux fluorescence; stronger effect = lower value; B-score at 10 µM; 0.85% of 310,000 active;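 active means fluorescence ratio B-score at or below minus 3 SD of library scores, with starting-brightness B-score within 2 SD, cut at about -4.2 in these data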;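 further: channel flux triggered by added potassium and thallium sulfate stimulus; B-score of peak minus minimum fluorescence over baseline after thallium stimulus; more negative B-score means stronger Kir2.1 block with less thallium influx; some compounds called inactive have numbers as strong as hits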
Target sequence (P35561 whole entry, looked up): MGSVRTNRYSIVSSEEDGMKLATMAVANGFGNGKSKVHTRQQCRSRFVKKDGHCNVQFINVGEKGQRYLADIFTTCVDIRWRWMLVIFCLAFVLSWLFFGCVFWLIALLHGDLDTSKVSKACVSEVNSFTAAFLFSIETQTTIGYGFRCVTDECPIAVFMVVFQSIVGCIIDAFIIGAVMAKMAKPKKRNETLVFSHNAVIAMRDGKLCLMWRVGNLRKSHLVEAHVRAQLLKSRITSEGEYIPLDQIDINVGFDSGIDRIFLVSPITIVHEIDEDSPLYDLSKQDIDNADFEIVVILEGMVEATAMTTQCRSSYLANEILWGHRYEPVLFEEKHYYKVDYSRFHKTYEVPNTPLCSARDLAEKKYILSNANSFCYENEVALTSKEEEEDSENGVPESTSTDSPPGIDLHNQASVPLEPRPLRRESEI
Starred values were filed as active, the others as inactive; i = inactive; . = no result given. The order is random. Share with any hit: about 2.6%.

Every second line gives: CHT block	KCNQ2 inh	Kir21 block
- O=S1(=O)CC=C(CSC(=S)NC2CCS(=O)(=O)C2)C1 (configuration not stated)
    i	i	-1.29
- COc1cc(C2C(C#N)=C(N)N(N(C)C)C3=C2C(=O)CC(C)(C)C3)cc(OC)c1OC (configuration not stated)
    i	i	1.01
- NS(=O)(=O)c1ccc(CCNC(=O)CCNC(=O)c2ccco2)cc1
    i	i	0.82
- Cc1ccc2c(SCC(=O)NCc3ccco3)nc(-c3ccc(F)cc3)nc2c1
    i	i	0.69
- CCC1CN(C(=O)Nc2cccc(C)c2)c2cc(C)ccc2O1 (configuration not stated)
    i	i	0.27
- O=C(Cc1ccccc1[N+](=O)[O-])NC1CC1
    i	i	2.11
- Cc1cccc(NS(=O)(=O)c2ccc(C(=O)NCC(c3ccco3)N3CCCCC3)cc2)c1C (configuration not stated)
    i	i	-1.22
- COc1cc(/C=C(\NC(C)=O)C(=O)NC(C)(C)C)ccc1OC(C)=O
    i	i	0.43
- COc1ccc(CN(C)C(=O)c2cccc(S(=O)(=O)N3CCN(c4ccccc4)CC3)c2)c(OC)c1OC
    i	i	1.9
- COc1ccc(N(C)C(=O)Cc2c(C(=O)O)[nH]c3ccccc23)c(OC)c1
    i	i	0.93
- CCC(=O)Nc1nc2ccccc2n1Cc1ccccc1Cl
    i	i	1.87
- COc1ccc(/C=N/Nc2nc(-c3cccnc3)nc3ccccc23)cc1OC
    i	i	1.99
- OCCCNc1ncnc2oc(-c3ccccc3)c(-c3ccccc3)c12
    i	i	0.4
- CN(C)C(=O)CCC(=O)N1CCCCC1C(=O)Nc1ccc(Oc2ccccc2F)cc1 (configuration not stated)
    i	i	1.91
- Cc1nn(CCc2nn[nH]n2)c2nc(-c3ccc(C4CCCCC4)cc3)cc(C(F)(F)F)c12
    i	i	2.49
- Cc1cccc(N2CCN(C(=O)C3CCN(c4nnc(-n5cccc5)s4)CC3)CC2C)c1 (configuration not stated)
    i	i	-0.51
- Cc1onc(-c2ccccc2Cl)c1C(=O)OCC(=O)Nc1cccc(S(=O)(=O)N2CCOCC2)c1
    i	i	-0.1
- Cc1ccc(S(=O)(=O)N2CCCC(C(=O)NCc3cccnc3)C2)cc1Cl (configuration not stated)
    i	i	-1.41
- C#CCSc1nnc(C)c(C)n1
    i	i	0.58
- COc1ccc(C(=O)Nc2ccc(S(=O)(=O)N(C)c3ccccc3)cc2)cc1
    i	i	0.74
- COc1ccc(OC)c(NC(=O)Cn2cc(C#N)c3cc(Br)ccc32)c1
    i	i	-0.63
- Clc1cccc(Cl)c1CNC1CCCC1
    -5.5*	i	-0.04
- COc1cc(/C=C/C(=O)OCC(=O)NCc2ccco2)ccc1OC(F)F
    i	i	-0.32
- Cc1ccccc1-c1ocnc1C(=O)Nc1ccccc1NC(=O)c1ccccn1
    i	i	-1.4
- COc1cc([N+](=O)[O-])ccc1NC(=S)N1CCN(c2ccccn2)CC1
    i	i	-0.01
- Cc1ccc(C(=O)N2CCN(c3ccc(NC(=O)c4cc(C)cc(C)c4)cc3)CC2)cc1
    i	i	0
- COc1ccc(NC(=O)CCC(=O)OCc2ccc(Br)cc2)cc1
    i	i	1.19
- O=C(/C=C/c1ccc(Br)cc1)NC(=S)N1CCOCC1
    i	i	-0.87
- O=C(Nc1ccc(Cl)c(Cl)c1)O/N=C/c1ccncc1
    i	i	0.22
- CC(C)CC(NC(=O)c1ccccc1)C(=O)OCC(=O)Nc1ccc(S(N)(=O)=O)cc1 (configuration not stated)
    i	i	0

Of the compounds above, 2 contain an aryl thioether with sulfur outside any ring.
Every second line gives: CHT block	KCNQ2 inh	Kir21 block
- Cc1ccc2c(SCC(=O)NCc3ccco3)nc(-c3ccc(F)cc3)nc2c1
    i	i	0.69
- C#CCSc1nnc(C)c(C)n1
    i	i	0.58

Additional entries
Every second line gives: CHT block	KCNQ2 inh	Kir21 block
- CN1C(=O)c2ccc(S(=O)(=O)c3ccc(C(=O)O)cc3)cc2C1=O
    i	i	0.31
- S=C(NCc1ccccc1)N1CCN(c2ccccc2)CC1
    i	i	-0.04
- CC(=O)Nc1ccc(S(=O)(=O)NCCN2CCOCC2)cc1
    i	i	0.05
- CCc1c(C#N)sc(C(N)=O)c1CC
    i	i	-0.82
- Cc1onc(-c2ccccc2)c1C(=O)N1CCC(CO)(Cc2ccccc2)CC1
    i	i	-0.06
- Cc1ccccc1NC(=O)C1Cc2ccccc2C(=O)O1 (configuration not stated)
    i	i	-0.09
- CC1(C)CC(NC(=O)C2CCCCC2)CC(C)(C)N1
    i	i	0.75
- CCN(CC)c1ccc(-n2cc3c(=O)n(C)c(=O)n(C)c3c2)cc1
    i	i	-0.67
- Cc1cccc(N(C(=O)CCC(=O)Nc2ccccn2)C(C(=O)NC(C)C)c2ccc(O)cc2)c1 (configuration not stated)
    i	i	-0.92
- Cc1ccccc1COC(=O)CN1C(=O)NC2(CCCC2)C1=O
    i	i	-1.28
- OCCn1c(Cl)nc2ccccc21
    i	i	0.3
- COC(=O)c1c(C)nc2ccccc2c1C(=O)O
    i	i	-0.04
- Cc1ccc(CN2CCN(Cc3ccc(OCCO)cc3)CC2CCO)o1 (configuration not stated)
    i	i	0.07
- Cc1cc2oc(=O)cc(CN3CCC(C)CC3)c2cc1C
    i	i	0.93
- CN1CCN(c2ccc(Cl)cc2NC(=O)c2ccc([N+](=O)[O-])cc2)CC1
    i	i	-0.68
- COc1ccccc1COCC(O)CN(Cc1ccco1)Cc1ccccc1O (configuration not stated)
    i	i	-1.49
- CN(C)S(=O)(=O)c1ccc(NC(=O)C2CC(=O)N(Cc3ccccc3)C2)cc1 (configuration not stated)
    i	i	-2.22
- CC(C)(C)C(=O)CSc1nc2c(c(-c3cccs3)c1C#N)CCC2
    i	i	0.6
- C=CCOc1nc2c(c(=O)n(C)c(=O)n2C)n1C
    i	i	0.7
- Cc1ccc2nc(N3CCCCC3)c(C=O)c(=O)n2c1
    i	i	-0.53
- COc1ccc(CCN2C(=O)C3C4CCC(C4=C(C)C)C3C2=O)cc1OC (configuration not stated)
    i	i	-0.73
- O=C(CCc1ccccc1)NCC(c1ccco1)N1CCc2ccccc21 (configuration not stated)
    i	i	-2.84
- CCC1CC(CSc2ncn[nH]2)OC1=O (configuration not stated)
    i	i	-1.18
- CC1CCCN(CCCNC(=O)c2ccc(CS(=O)(=O)Cc3cccc(Cl)c3)o2)C1 (configuration not stated)
    i	i	0.39
- O=C(Nc1nnc(C2CCCO2)s1)c1cccs1 (configuration not stated)
    i	i	-1.97
- O=C(Cn1nnc(-c2ccccc2NC(=O)c2ccccc2F)n1)NCc1ccco1
    i	i	1.94
- Cc1nc(Nc2ccc3c(c2)OCCO3)c2c(C)c(C)sc2n1
    i	i	1.07
- Cc1nn(CC#N)c(=O)n1N(C)c1ncc(C(F)(F)F)cc1Cl
    i	i	-0.66
- Cc1cccc2cc(CN(CC3CCCO3)C(=O)NC3CCCCC3)c(=O)[nH]c12 (configuration not stated)
    i	i	0.08
- CCOC(=O)CC(=O)Nc1c(C)cc(C)cc1C
    i	i	1.24

Whole records from above. Order of screens: CHT block | KCNQ2 inh | Kir21 block
`CC(C)CC(NC(=O)c1ccccc1)C(=O)OCC(=O)Nc1ccc(S(N)(=O)=O)cc1` (configuration not stated) across the screens: i | i | 0
`Cc1nc(Nc2ccc3c(c2)OCCO3)c2c(C)c(C)sc2n1` across the screens: i | i | 1.07
`CCOC(=O)CC(=O)Nc1c(C)cc(C)cc1C` across the screens: i | i | 1.24
`COc1ccccc1COCC(O)CN(Cc1ccco1)Cc1ccccc1O` (configuration not stated) across the screens: i | i | -1.49

Carrying on.
Every second line gives: CHT block	KCNQ2 inh	Kir21 block
- O[C@@H]1COC(Nc2ccc(N=Nc3ccccc3)cc2)C[C@@H]1O (some centres not stated)
    i	i	0.08
- CCCCn1c(N)c(N(CCC(C)C)C(=O)C2CCCO2)c(=O)[nH]c1=O (configuration not stated)
    i	i	0.1
- CCOC(=O)/C(C#N)=C\c1ccco1
    i	i	2.22
- O=C(COC(=O)c1cc(Cl)ccc1Cl)NCCN1C(=O)CSC1=O
    i	i	-0.88
- COc1ccc(C(=O)/C=C/C(=O)N(Cc2ccc3c(c2)OCO3)C(C(=O)NC2CCCCC2)c2ccncc2)c(O)c1 (configuration not stated)
    i	i	-0.47
- COc1ccc(Cl)cc1NC(=O)CSc1nc(NS(=O)(=O)c2ccccc2)cc(=O)[nH]1
    .	i	-1.55
- CCOC(=O)c1cnc(-n2nc(C)cc2C)nc1NNc1ncc(-c2ccccc2)cn1
    i	i	0.43
- Cc1cc(=O)[nH]c(SCC(=O)NC2CCCc3ccccc32)n1 (configuration not stated)
    i	i	-0.08
- Cc1ccc(NC(=O)C(=O)NCc2ccccn2)cc1
    i	i	-0.1
- Cc1ccc(S(=O)(=O)NCCCNS(=O)(=O)c2ccccc2)cc1
    i	i	0.01
- COc1cccc(-c2cc(C(=O)N3N=C(C)CC3(O)C(F)F)c3ccccc3n2)c1 (configuration not stated)
    i	i	-1.42
- N=c1oc2ccccc2cc1C(=O)Nc1ccc(F)cc1
    i	i	1.92
- Cc1coc2c(C)c3oc(=O)c(CCC(=O)N(C)CC(=O)O)c(C)c3cc12
    i	i	-0.98
- O=C(CSC1=NS(=O)(=O)c2cc(Cl)ccc2N1)NCc1ccc(F)cc1
    i	i	0.3
- CCN(CC)c1ccc(NC(=O)CN2C(=O)CC(C)(C)S(=O)(=O)c3ccccc32)c(C)c1
    i	i	1.73

Marked active in CHT block (from the list above):
Every second line gives: CHT block	KCNQ2 inh	Kir21 block
- Clc1cccc(Cl)c1CNC1CCCC1
    -5.5*	i	-0.04

(list continues)
Every second line gives: CHT block	KCNQ2 inh	Kir21 block
- CCCCOC(=O)c1ccc(NC(=O)c2cnc3n(c2=O)CCS3)cc1
    i	i	-2.82
- O=C1C2C3C=CC(C3)C2C(=O)N1c1nccs1 (configuration not stated)
    i	i	1.94
- Cc1ccc(NC(=O)CSc2nnc(Cc3cccn3C)n2-c2ccc(F)cc2)cc1
    i	i	1.14
- O=C(c1ccc2c(c1)OCO2)C1CCCN(Cc2ccc3cccc(F)c3n2)C1 (configuration not stated)
    i	i	-1.93
- COc1cccc(CNS(=O)(=O)c2c(C)nc3scc(C)n3c2=O)c1
    i	i	-2.55
- OC(CNCc1ccccc1Cl)C(F)(F)F (configuration not stated)
    i	i	-0.02
- CCc1ccc(NC(=O)C(C)OC(=O)C2CCN(c3ccc(C(F)(F)F)cn3)CC2)cc1 (configuration not stated)
    i	i	-0.01
- O=C1CC(c2cccc(F)c2)c2c(c3ccccc3[nH]c2=O)O1 (configuration not stated)
    i	i	0.26
- CCOC(Cn1c(CCCO)nc2ccccc21)OCC
    i	i	-0.05
- COc1ccc(N2CCN(C(CNS(=O)(=O)c3ccccc3)c3ccccc3)CC2)cc1 (configuration not stated)
    i	i	0.69
- O=C(CCCc1c[nH]c2ccccc12)Nc1ncccc1O
    i	i	0.09
- FC(F)(F)c1cnc(NNC(=S)Nc2ccc(Cl)cc2)c(Cl)c1
    i	i	-0.11
- CCc1nc2sc3c(c2c(=O)n1N)CC(C)(C)OC3
    i	i	0.88
- Cc1cccc(NC(=O)CCc2c(C)nc3ncnn3c2C)n1
    i	i	-0.09
- CC(C)CC1NC(=O)N(CC(=O)c2ccc3c(c2)OCCO3)C1=O (configuration not stated)
    i	i	-2.32
- CC1CCc2nc(NC(=O)c3ccc(S(=O)(=O)N4CCCc5ccccc54)cc3)sc2C1 (configuration not stated)
    i	i	-0.77
- CCN=c1scc(C)n1/N=C/c1cc(Br)c(O)c(OC)c1
    i	i	0.95
- O=c1c([N+](=O)[O-])c(N2CCCCCC2)c2ccccc2n1-c1ccccc1
    i	i	0.29
- O=S1(=O)CCN(Cc2csc(-c3cccs3)n2)CC1
    i	i	-0.45
- CCn1nnc(NC(=O)COc2ccc([N+](=O)[O-])cc2)n1
    i	i	0.88
- Cc1cc(C)n2nc(SCC(=O)c3ccc[nH]3)nc2n1
    i	i	-1.72
- CCCCN(C(=O)CN1C(=O)C2CC=CCC2C1=O)c1c(N)n(CCC)c(=O)[nH]c1=O (configuration not stated)
    i	i	0.68
- O=C(CSc1nnc(-c2cccnc2)n1CCc1ccccc1)NCc1ccccc1
    i	i	0.52
- O=[N+]([O-])c1ccc(-c2nc(=S)c3c(o2)CCCC3)cc1
    i	i	0.55
- CCc1cc2c(=O)c(-c3cnn(-c4ccccc4)c3)c(C(F)(F)F)oc2c(CN(C)C)c1O
    i	i	2.31
- O=C(Nc1ccccc1C(=O)NCc1cccnc1)c1ccccc1F
    i	i	-2.56
- COc1ccc(C(=O)N/N=C/c2c(CO)cnc(C)c2O)cc1
    i	i	-0.56
- O=C(O)c1cc(NC(=O)c2ccc(Br)cc2)cc(NC(=O)c2ccc(Br)cc2)c1
    i	i	2.26
- CCN(CC)C(=O)Cn1cc(S(=O)(=O)CC(=O)N2CCCCCC2)c2ccccc21
    i	i	-0.71
- N#C/C(=C\c1ccccc1[N+](=O)[O-])C(=O)Nc1ccc(S(N)(=O)=O)cc1
    i	i	1.59
- Cc1ccc(S(=O)(=O)NC(C(=O)OCC(=O)NC(=O)c2cccn2C)C(C)C)cc1 (configuration not stated)
    i	i	0.33
- CCC(Oc1ccccc1OC)C(=O)Nc1ccc2c(c1)OCO2 (configuration not stated)
    i	i	0.34
- COc1ccc(-c2nn(-c3ccccc3)cc2/C=N/Nc2ccc3ccccc3n2)cc1OC
    i	i	-0.04
